# GLP1R inv ag: qHTS of GLP-1 Receptor Inverse Agonists (Inhibition Mode); 410,000 compounds, 1.6% hits; HEK293 GLP-1R CRE-luciferase, luminescence, 24 h; GLP-1R form is constitutively active; Glucagon-like peptide 1 receptor (Homo sapiens), P43220; Potency, µM (top dose mostly 38.3 µM), inactives show top-dose activity change, negative = inhibition, most hits filed as inhibitors; note: % is set by controls: 0 for no effect and ±100 for the full control effect; nearly all actives have a fitted effect of over 55% in size
# Target sequence (P43220 whole entry, looked up): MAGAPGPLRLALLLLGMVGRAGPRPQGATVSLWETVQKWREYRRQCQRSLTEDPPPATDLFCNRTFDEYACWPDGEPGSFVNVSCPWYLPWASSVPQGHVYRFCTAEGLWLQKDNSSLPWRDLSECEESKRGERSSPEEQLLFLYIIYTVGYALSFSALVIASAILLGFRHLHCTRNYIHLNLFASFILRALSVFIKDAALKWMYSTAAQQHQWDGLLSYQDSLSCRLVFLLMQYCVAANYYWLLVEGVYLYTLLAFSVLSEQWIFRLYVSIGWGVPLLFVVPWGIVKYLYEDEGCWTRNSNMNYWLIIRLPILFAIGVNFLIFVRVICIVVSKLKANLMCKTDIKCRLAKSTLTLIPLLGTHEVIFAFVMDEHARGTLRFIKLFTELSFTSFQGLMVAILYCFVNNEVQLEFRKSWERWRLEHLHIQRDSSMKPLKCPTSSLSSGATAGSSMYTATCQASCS
#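 Cells are plated, allowed 12 hours at 37 deg C, then treated with compounds for 24 hr before luciferase detection reagent is added and luminescence is read after 12 min at room temperature. The HEK293 line carries constitutively active GLP-1R with a cAMP-responsive reporter.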
# KB-3-1 tox: qHTS assay for MDR1-selective chemotherapeutics: Primary screen using the parental adenocarcinoma cell KB-3-1 | KB-3-1 viability, CellTiter-Glo ATP luminescence, 72 h | Potency, µM (top dose mostly 46.1 µM), for inactives: at the highest dose activity change, negative = cytotoxic, most hits filed as cytotoxic | 400,000 compounds, 1.4% hits; note: % is set by controls: 0 for no effect and ±100 for the full control effect; nearly all actives have a fitted effect of over 60% in size
#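 Cytotoxicity in the drug-sensitive parental line KB-3-1 was scored as loss of CellTiter-Glo luminescence following 72 h incubation with compound. Values come from curve fitting of normalized concentration-response data.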
# TDP43 rescue: qHTS of TDP-43 Inhibitors; 410,000 compounds, 1.8% hits; TDP-43 expressing yeast growth rescue, BacTiter-Glo, 24 h; Potency, µM (series often up to 46.1 µM), without a hit: top-dose growth rescue (activation), hits mostly activators; AID 652104, 2013; note: % of control where 0% means no effect; nearly all actives have a fitted effect of over 50% in size
#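 Yeast expressing TDP-43 (pregrown in raffinose, seeded at OD600=0.02 in galactose medium) exposed to compounds 24 hr at 30 deg C. Growth read by BacTiter-Glo luminescence; rescue of toxicity appears as increased signal.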
# HEK293 tox: qHTS of GLP-1 Receptor Inverse Agonists: Cytotox Screen; HEK293 cAMP-luciferase reporter cells, luminescence, 24 h; Potency, µM (highest dose often 38.3 µM), inactives show top-dose activity change, negative = inhibition, hits mostly inhibitors; 410,000 compounds, 0.13% hits; AID 624418, 2012;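 note: loss of luciferase light is scored as toxicity; % is set by controls: 0 for no effect and ±100 for the full control effect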
#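 MLSMR compounds, 24 hr on cells at 37 deg C/5% CO2; luminescence after luciferase reagent (12 min RT). Inhibition counted as the undesired cytotoxic outcome.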
# KB-V1 MDR tox: qHTS assay for MDR1-selective chemotherapeutics: Primary screen using the drug-selected MDR subline cells KB-V1; 400,000 compounds, 3.4% hits; KB-V1 MDR cells viability, CellTiter-Glo, 72 h; Potency, µM (titrated, usually from 46.1 µM), without a hit: at the top dose activity change, negative = cytotoxicity, most hits filed as cytotoxic; note: % is set by controls: 0 for no effect and ±100 for the full control effect; nearly all actives have a fitted effect of over 60% in size
#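 KB-V1 cells (P-gp-expressing MDR subline of KB-3-1) in phenol-red-free DMEM with 10% FBS were exposed to library compounds over a concentration series for 72 h at 37 degrees C. Viability read by CellTiter-Glo luminescence; concentration-effect curves fitted after normalization.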
# The depositor's hits bear a star; ? = inconclusive; . = not tested or not shown. Calls come from the whole dose curve; as a rule, active = well fitted curve in the direction sought with a large enough effect; inconclusive = small, poorly fitted or top-dose-only effect, or another doubt; inactive = no such curve, though single readings can be large; an effect the other way counts as inactive or inconclusive. Potency is the fitted concentration of half-maximal effect. Some of the compounds tested; rates above refer to the full screens.
# Short keys: A = GLP1R inv ag; B = KB-3-1 tox; C = TDP43 rescue; D = HEK293 tox; E = KB-V1 MDR tox
> Cc1ccc(CN2C(=O)c3ccccc3Sc3ccc(C(=O)N4CCC5(CC4)OCCO5)cc32)cc1
  A: ? | B: . | C: 13% | D: 1% | E: .
> Cc1ccccc1-n1c(/C=C/c2ccccc2F)nc2ccccc2c1=O
  A: ? | B: . | C: 18% | D: 18% | E: .
> CCOc1ccc(NCc2cccn2-c2nnc(N3CCC(C(=O)NCC(C)c4ccccc4)CC3)s2)cc1 (stereo not drawn)
  A: ? | B: . | C: 15% | D: -4% | E: .
> COc1ccccc1C(=O)Nc1ccc2nc(SCC(=O)N3CCCc4ccccc43)sc2c1
  A: ? | B: . | C: -6% | D: -13% | E: .
> CCOc1ccc(CCNC(=O)c2cnc3sc(N4CCCC4)nn3c2=O)cc1
  A: -1% | B: . | C: ? | D: 1% | E: .
> COc1ccc(NC(=O)CN2C(=O)C(C)N=C(c3ccccc3F)c3cc(Cl)ccc32)c(OC)c1 (stereo not drawn)
  A: ? | B: . | C: ? | D: 1% | E: .
> Cc1cccc(NC(=O)Cn2cc(C(=O)c3ccccc3)c3ccccc32)c1
  A: ? | B: . | C: 17% | D: -22% | E: .
> N#Cc1cc2c(nc1SCC(=O)Nc1ccc(C(F)(F)F)cc1)C1CCN2CC1
  A: -34% | B: . | C: 17% | D: -8% | E: .
> Cc1ccc(OCC(=O)N2CCN(CCc3ccncc3)CC2)cc1
  A: -17% | B: . | C: 12% | D: -2% | E: .
> O=C(NCc1ccc(Cl)cc1)C1CCCN(C(=O)c2cnn(-c3ccc(F)cc3)c2-n2cccc2)C1 (stereo not drawn)
  A: ? | B: . | C: ? | D: -10% | E: .
> COc1ccc(OC)c(CCNCc2c(C(=O)O)c(C)n(Cc3ccc(F)cc3Cl)c2C)c1
  A: -28% | B: . | C: 10% | D: -7% | E: .
> O=C(Nc1ccc(Br)cc1C(=O)c1ccccc1Cl)c1ccccc1F
  A: 12% | B: . | C: 11% | D: -1% | E: .
> CCOc1ccc(NC(=O)Cn2cc(C(=O)c3ccccc3)c3ccccc32)cc1
  A: ? | B: . | C: 12% | D: -13% | E: .
> O=C(c1ccc2c(c1)N(Cc1ccc(F)cc1)C(=O)c1ccccc1S2)N1CCC2(CC1)OCCO2
  A: -7% | B: . | C: 27% | D: 2% | E: .
> CCc1cccc(NC(=O)CN2C(=O)CN=C(c3ccccc3F)c3cc(Cl)ccc32)c1
  A: ? | B: . | C: ? | D: -27% | E: .

# (cont.)
# Short keys: A = GLP1R inv ag; B = KB-3-1 tox; C = TDP43 rescue; D = HEK293 tox; E = KB-V1 MDR tox
> CC(C)S(=O)(=O)c1oc(-c2ccc(F)cc2)nc1S(=O)(=O)c1ccc(F)cc1
  A: ? | B: . | C: ? | D: ? | E: .
> O=C(Nc1nc2c(Cl)cccc2s1)c1ccc(S(=O)(=O)N2CCc3ccccc32)cc1
  A: ? | B: . | C: 4% | D: -11% | E: .
> Cc1cccc(N(CC(=O)NCCSc2ccc(Cl)cc2)S(=O)(=O)c2ccccc2)c1C
  A: 10µM* | B: . | C: 8% | D: -5% | E: .
> Cc1ccc(C)c(N2CCN(c3nc4ccc(Cl)cc4n4cnnc34)CC2)c1
  A: 11% | B: . | C: ? | D: -5% | E: .
> CCc1ccc(NC(=O)c2ccc(F)c(S(=O)(=O)N3CCc4ccccc4C3)c2)cc1
  A: 8.9µM* | B: . | C: 21% | D: -8% | E: .
> Cc1cc(C)cc(OCC(=O)Nc2ccc(Cl)cc2C(=O)c2ccccc2)c1
  A: 12% | B: . | C: 11% | D: 6% | E: .
> Cc1c(CCNS(=O)(=O)c2ccccc2)sc2nc(-c3ccc(Cl)cc3)nn12
  A: ? | B: . | C: 3% | D: -12% | E: .
> Cc1ccccc1-n1c(/C=C/c2c(C)[nH]c3ccccc23)nc2ccccc2c1=O
  A: 4µM* | B: . | C: 16µM* | D: -11% | E: .
> Cc1ccc2c(c1)cc(C(=O)Nc1ccccc1C)n2C
  A: ? | B: . | C: 5% | D: -27% | E: .
> Cc1ccc(-c2nc3c(=O)n(C)c(=O)nc-3n(C)n2)cc1
  A: . | B: 2.6µM* | C: . | D: . | E: 7.3µM*
> c1ccc2c(c1)[I+]c1ccccc1-2
  A: . | B: ? | C: . | D: . | E: 16µM*
> C=C1C=C(C(F)F)n2ncc(C(=O)NCc3ccccc3F)c2N1
  A: . | B: ? | C: . | D: . | E: 1%
> CCOC(=O)CCCc1cc[c]([Sb](=[O])([OH])[OH])cc1
  A: . | B: 0% | C: . | D: . | E: 0%
> COc1ccc(C(=O)CN2CCOCC2)cc1
  A: . | B: 13% | C: . | D: . | E: 1%
> COc1cc(C2c3cc4c(c(O)c3CC3COC(=O)C32)OCO4)cc(OC)c1O (stereo not drawn)
  A: . | B: 0.016µM* | C: . | D: . | E: 0.18µM*
> ClCCN(CCCl)/C(=C\c1ccccc1)c1ccnc2ccccc12
  A: . | B: ? | C: . | D: . | E: ?
> O=C(CN1CCOCC1)c1ccc2ccccc2c1
  A: . | B: ? | C: . | D: . | E: 14%
> O=C(Nc1cc[c]([Sb](=[O])([OH])[OH])cc1)c1ccccc1
  A: . | B: 19% | C: . | D: . | E: -9%

# A draw from above in order of length of the SMILES, low to high.
# Short keys: A = GLP1R inv ag; B = KB-3-1 tox; C = TDP43 rescue; D = HEK293 tox; E = KB-V1 MDR tox
> COc1ccc(C(=O)CN2CCOCC2)cc1
  A: . | B: 13% | C: . | D: . | E: 1%
> O=C(CN1CCOCC1)c1ccc2ccccc2c1
  A: . | B: ? | C: . | D: . | E: 14%
> Cc1ccc(OCC(=O)N2CCN(CCc3ccncc3)CC2)cc1
  A: -17% | B: . | C: 12% | D: -2% | E: .
> Cc1ccccc1-n1c(/C=C/c2ccccc2F)nc2ccccc2c1=O
  A: ? | B: . | C: 18% | D: 18% | E: .
> CCOC(=O)CCCc1cc[c]([Sb](=[O])([OH])[OH])cc1
  A: . | B: 0% | C: . | D: . | E: 0%
> CCOc1ccc(CCNC(=O)c2cnc3sc(N4CCCC4)nn3c2=O)cc1
  A: -1% | B: . | C: ? | D: 1% | E: .
> Cc1cccc(NC(=O)Cn2cc(C(=O)c3ccccc3)c3ccccc32)c1
  A: ? | B: . | C: 17% | D: -22% | E: .
> Cc1ccc(C)c(N2CCN(c3nc4ccc(Cl)cc4n4cnnc34)CC2)c1
  A: 11% | B: . | C: ? | D: -5% | E: .
> N#Cc1cc2c(nc1SCC(=O)Nc1ccc(C(F)(F)F)cc1)C1CCN2CC1
  A: -34% | B: . | C: 17% | D: -8% | E: .
> Cc1c(CCNS(=O)(=O)c2ccccc2)sc2nc(-c3ccc(Cl)cc3)nn12
  A: ? | B: . | C: 3% | D: -12% | E: .
> Cc1ccccc1-n1c(/C=C/c2c(C)[nH]c3ccccc23)nc2ccccc2c1=O
  A: 4µM* | B: . | C: 16µM* | D: -11% | E: .
> CCc1ccc(NC(=O)c2ccc(F)c(S(=O)(=O)N3CCc4ccccc4C3)c2)cc1
  A: 8.9µM* | B: . | C: 21% | D: -8% | E: .
> COc1ccc(OC)c(CCNCc2c(C(=O)O)c(C)n(Cc3ccc(F)cc3Cl)c2C)c1
  A: -28% | B: . | C: 10% | D: -7% | E: .
> Cc1ccc(CN2C(=O)c3ccccc3Sc3ccc(C(=O)N4CCC5(CC4)OCCO5)cc32)cc1
  A: ? | B: . | C: 13% | D: 1% | E: .

# Assay outcomes: PubChem, National Center for Advancing Translational Sciences (NCATS)
